ZTA counter = counter-screen for EBNA-1 inhibitors: inhibitors of Epstein-Barr virus ZTA; P03206; ZTA-DNA binding, fluorescence polarization; inhibition, % at 11 µM; hit rate 0.15% among 320,000; AID 2234; in the data active = inhibition above about 33%
Target sequence (P03206 whole entry, looked up): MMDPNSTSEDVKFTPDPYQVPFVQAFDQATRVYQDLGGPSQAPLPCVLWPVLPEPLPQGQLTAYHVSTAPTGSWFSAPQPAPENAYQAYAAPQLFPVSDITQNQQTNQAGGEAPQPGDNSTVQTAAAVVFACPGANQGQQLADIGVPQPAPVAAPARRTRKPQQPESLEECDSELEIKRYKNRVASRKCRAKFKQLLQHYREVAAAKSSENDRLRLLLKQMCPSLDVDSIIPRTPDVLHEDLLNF
CR mimetic SO = yeast age-related superoxide inhibition as caloric restriction mimetic. hit rate 0.18% among 330,000. AID 2690. superoxide response (% of plate mean), % at 10 µM. S. cerevisiae aged cells, superoxide DHE fluorescence; stronger effect = lower value;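 active = superoxide response under a set limit, about three screen SD below normal, cut at about 65% in these data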;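 note: yeast aged for seven days with compound at 30 °C before DHE staining; 100% = average MFI of all compound-treated wells on the plate with controls excluded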
EBNA-1 inh = blocks EBNA-1 binding to DNA | hit rate 0.34% among 300,000 | inhibition, % at 14.8 µM | EBNA-1 DNA binding, fluorescence polarization | AID 1950; in the data active = inhibition above about 28%
Fh CTSL1 inh = cathepsin L1 inhibition, PFM18AAP counter-screen; recombinant F. hepatica cathepsin L1, Z-Leu-Arg-MCA fluorescence; inhibition, % at 5.96 µM; hit rate 0.49% among 300,000;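 active = inhibition above the mean of all tested compounds plus 3 SD, set per screening campaign, cut at about 17% in these data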;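 note: 0% = plate median of test compound wells and 100% = 1 µM Z-Phe-Ala-diazomethylketone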
TPT1 inhibitor = C. albicans TPT1 enzyme inhibition. hit rate 0.81% among 300,000. inhibition, % at 5 µM. AID 1962. recombinant caTPT1, FP RNA substrate dephosphorylation;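 active = inhibition above the mean of all tested compounds plus 3 SD, set per screening campaign, cut at about 24% in these data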;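 note: plate controls were DMSO alone for no effect and ferristatin control at 100 nM for full effect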
GASC-1 inh = blocks human GASC-1 demethylase activity. Q9H3R0. GST-JMJD2C(1-420) H3K9me3 demethylation, DELFIA europium. inhibition, % at 2.35 µM. hit rate 0.069% among 330,000. AID 2099;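 active = more than half of a compound's replicate wells show inhibition beyond 50%, single wells judged on their own value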;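 note: signal counts dimethyl H3K9 product captured on neutravidin plate; 0% = median of DMSO wells and 100% = 0.3 times that DMSO median; strong numbers were not always called active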
Target sequence (Q9H3R0 1-420 limits assumed): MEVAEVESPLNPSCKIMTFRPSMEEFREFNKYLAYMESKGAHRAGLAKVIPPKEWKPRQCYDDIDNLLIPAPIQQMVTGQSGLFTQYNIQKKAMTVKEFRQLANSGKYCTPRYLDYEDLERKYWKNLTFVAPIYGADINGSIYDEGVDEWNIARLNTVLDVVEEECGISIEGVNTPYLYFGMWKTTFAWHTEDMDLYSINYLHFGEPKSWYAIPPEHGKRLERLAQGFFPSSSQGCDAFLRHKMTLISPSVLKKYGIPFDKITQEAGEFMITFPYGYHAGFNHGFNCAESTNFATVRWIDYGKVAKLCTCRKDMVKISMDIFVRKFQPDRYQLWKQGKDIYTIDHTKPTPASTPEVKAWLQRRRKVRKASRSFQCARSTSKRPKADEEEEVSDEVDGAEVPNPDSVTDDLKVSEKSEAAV
HCV core dimer = blocks dimerization of HCV core protein; TR-FRET GST/Flag-core106 dimerization, 1536-well; inhibition, % at 5 µM; hit rate 0.33% among 300,000;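 active = inhibition above the mean of all tested compounds plus 3 SD, set per screening campaign, cut at about 45% in these data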
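System: GST/Flag-tagged HCV core106 proteins. Incubation: compound-protein-antibody incubation 4 h at 22.5 °C. Technique: HTRF with 340 nm excitation, 617/671 nm emission. Medium: KF-containing HEPES buffer, pH 7.45, DTT, CHAPS, BSA. Read-out: inhibition (%) from 671 over 617 nm ratio. Also added: Eu(K)-anti-GST 90 ng/mL plus XL665-anti-Flag 1 µg/mL.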
PP1 inh = PP1-alpha (human) inhibition in PP5 counter-screen; purified PP1alpha, OMFP fluorescence; inhibition, % at 6.7 µM; hit rate 0.9% among 320,000; AID 2235;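 active = inhibition above the mean inhibition of all tested compounds plus 3 SD, computed separately for each screening campaign, cut at about 15% in these data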
Target sequence (P62136 whole entry, looked up): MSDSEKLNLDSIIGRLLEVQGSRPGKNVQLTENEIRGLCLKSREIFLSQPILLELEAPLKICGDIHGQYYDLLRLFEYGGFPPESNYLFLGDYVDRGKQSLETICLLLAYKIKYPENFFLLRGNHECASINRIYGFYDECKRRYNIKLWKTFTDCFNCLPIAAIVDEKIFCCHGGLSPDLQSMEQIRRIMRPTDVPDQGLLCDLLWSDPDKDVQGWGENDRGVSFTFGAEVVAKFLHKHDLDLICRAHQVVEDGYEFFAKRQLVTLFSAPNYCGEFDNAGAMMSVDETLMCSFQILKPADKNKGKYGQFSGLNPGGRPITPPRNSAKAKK
PP5 inh = PP5 (human) phosphatase inhibition | AID 1987 | purified PP5c, OMFP substrate fluorescence | inhibition, % at 6.7 µM | hit rate 0.18% among 320,000 | P53041;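 active = inhibition above the campaign's mean inhibition across all tested compounds plus 3 SD, cut at about 9.5% in these data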;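 note: 0% = DMSO only and 100% = 100 µM cantharidin control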
Numbers without * were called inactive; / = no result given. Rows were taken by chance; about 3.1% have a hit in one of these screens.

SMILES | ZTA counter | CR mimetic SO | EBNA-1 inh | Fh CTSL1 inh | TPT1 inhibitor | GASC-1 inh | HCV core dimer | PP1 inh | PP5 inh
C[C@H](NC(=O)Nc1ccccc1F)C(=O)O | -2.5 | 91.5 | -3.2 | 0.4 | 4.8 | 7.6 | -1.0 | -1.9 | 1.9
O=C(O)CCC(=O)Nc1ccc(/C=C/C(=O)C2CC2)cc1 | 2.8 | 101.5 | -13.0 | 1.6 | -1.8 | -19.6 | -1.4 | -2.6 | 4.4
COc1ccccc1CNC(=O)C1CCC(CNS(=O)(=O)c2ccccc2)CC1 (stereo not drawn) | -3.1 | 95.6 | -8.2 | -1.6 | -0.1 | 146.1 | 7.8 | -2.9 | 0.4
CNC(=S)SCCOc1ccccc1C | -4.1 | 86.9 | 8.2 | -4.0 | -3.1 | -0.6 | -1.5 | -2.2 | 1.0
CCNC(=S)NS(=O)(=O)c1ccc(Cl)cc1 | -3.6 | 99.4 | -0.1 | -0.5 | 2.7 | 0.9 | -3.2 | -2.5 | -2.3
OC1(c2ccccc2F)CCN(Cc2nnc(-c3ccccc3)o2)CC1 | -14.2 | 83.7 | 3.1 | -1.0 | 3.5 | -21.1 | 1.4 | -1.3 | -3.4
Cc1onc(-c2c(Cl)cccc2Cl)c1C(=O)c1ccccc1 | -7.9 | 81.3 | 0.3 | -1.8 | -0.2 | 22.1 | -1.6 | 0.3 | 3.7
Cc1ccc(NC(=O)CN(C)CC(=O)Nc2ccc(F)c(Cl)c2)cc1 | -9.6 | 96.9 | 1.5 | -1.0 | -2.9 | -0.1 | -3.8 | -0.9 | 0.4
CCOc1cccc(CN2CCN(CCc3ccccc3)C(CCO)C2)c1O (stereo not drawn) | 0.6 | 99.8 | -6.3 | -1.6 | -4.6 | -6.0 | -4.6 | -0.3 | 0.9
CCOC(=O)c1c(-c2ccccc2)nnn1-c1nc(OCC)nc(N2CCCCC2)n1 | -9.5 | 101.0 | 3.3 | 2.1 | -1.1 | 0.9 | 6.0 | -0.2 | 0.7
CCCCCCOc1ccc(OC(=O)c2ccncc2)cc1 | 4.6 | 96.3 | 2.3 | -5.3 | -8.0 | 0.2 | -0.3 | -2.8 | 1.5
Cc1ccc(NC(=O)c2ccc3ccccc3n2)nc1 | -14.1 | 105.7 | -3.2 | -2.6 | -1.2 | 13.8 | -2.0 | -4.7 | 2.0
COc1ccc(OCC(=O)NC(CC(=O)O)c2ccc(OC)c(OC)c2)cc1 (stereo not drawn) | -1.3 | 97.4 | 4.9 | 2.7 | -5.0 | 3.4 | -1.4 | -0.7 | -1.0
Cc1cc(C)c2c(c1)N[C@H](c1cccs1)[C@@H]1CCO[C@H]21 | 6.4 | 108.3 | -5.8 | 0.3 | -1.1 | 5.1 | -11.1 | -4.6 | -0.5
NNC(=O)c1c(O)c2cccc3c2n(c1=O)CCC3 | -6.7 | 94.4 | 5.6 | 1.9 | 6.2 | -27.7 | -11.1 | 8.9 | 1.9
CCc1c(C)nc2ncnn2c1Nc1ccc(C)c(C)c1 | -4.7 | 99.6 | -5.4 | -0.1 | -5.2 | 9.9 | -1.3 | 0.6 | 0.8
Nc1cc(=O)nc(SCC(=O)Nc2ccccc2)n1-c1ccccc1 | -2.4 | 90.0 | -4.9 | 3.3 | 5.5 | 5.7 | -6.3 | 2.8 | 1.7
C#CCOCCOCCOCCNc1nc(N2CCN(C(=O)[C@H]([C@@H](C)O)n3cc(CCCCN)nn3)CC2)nc(N2CCN(C(=O)[C@H](C)n3cc(CCCN=C(N)N)nn3)CC2)n1 | 9.2 | 94.2 | 5.4 | -4.7 | -0.1 | 3.4 | -8.4 | -5.8 | -1.9
Cc1ccc(C(=O)N2CCCC2)c(F)c1F | -12.6 | 95.1 | -5.6 | -2.6 | 4.4 | 7.2 | -3.6 | -3.2 | 4.0
CN(C)S(=O)(=O)c1ccc(Cl)c(C(=O)Nc2ccc(S(=O)(=O)N3CCOCC3)cc2)c1 | -9.0 | 105.0 | -15.8 | -2.1 | -0.2 | 2.1 | -4.0 | 2.7 | 0.7
CCC(=O)Nc1cccc(NC(=O)c2ccc3c(c2)OCCO3)c1 | 5.1 | 94.1 | 9.8 | -3.3 | 0.4 | -2.4 | -3.6 | -4.1 | 2.2
C[C@H]1CC[C@@]2(O[C@H](CCO)C[C@@H](O)[C@@H]2O)O1 | 6.1 | 99.7 | 9.8 | -5.8 | -0.8 | -2.0 | -5.0 | -6.3 | -1.1
CCN(c1ccccc1)S(=O)(=O)c1ccc(C(=O)Nc2nnc(COC)o2)cc1 | 15.1 | 93.5 | -6.6 | -0.5 | -1.6 | -5.7 | 1.7 | 14.3 | 0.0
O=C(NCCc1ccccc1)/C(=C\c1ccc([N+](=O)[O-])cc1)NC(=O)c1ccco1 | -4.6 | 96.1 | -0.2 | 5.7 | 8.9 | 50.4 | -5.2 | -9.4 | 1.9
CC(C)Cc1cc(-c2ccco2)c(C#N)c(N)n1 | 0.4 | 96.1 | 5.6 | 7.3 | -4.3 | 17.8 | 7.3 | 0.3 | 0.4
CCCCOP(=O)(c1ccc(N(C)C)cc1)C(O)c1c(Cl)cccc1Cl (stereo not drawn) | -2.3 | 100.6 | 11.6 | -2.3 | -2.7 | -21.0 | 10.8 | 2.3 | 3.0
CSc1nsc(SCC(=O)N2CCc3ccccc32)n1 | 5.1 | 108.4 | -4.6 | 9.1 | 0.4 | 4.8 | 5.3 | -2.5 | 2.2
CNc1nc(Sc2ccccc2)cc(C(F)(F)F)n1 | 1.7 | 103.1 | 3.2 | 2.5 | -2.2 | 3.6 | -0.5 | 1.1 | 8.0
COc1cc(/C(C)=N/N2CCN(c3ccccc3OC)CC2)ccc1O | 5.5 | 99.6 | 1.3 | 5.7 | -1.0 | 0.5 | 6.7 | -2.3 | -0.2
Cc1cc(F)ccc1NCc1cc2c(cc1[N+](=O)[O-])OCO2 | -18.3 | 99.6 | -12.4 | -1.5 | -3.0 | -3.8 | 9.2 | 3.3 | 5.7
CC(=O)NCCn1c(SCc2ccc(C)cc2C)nc2ccccc2c1=O | -1.1 | 97.8 | 5.2 | 0.5 | -3.9 | 2.9 | -2.1 | 0.0 | 1.9
CC(C)(C)C1=CC(=Nc2ccccc2N)C=C(C(C)(C)C)C1=O | -0.4 | 94.6 | 2.5 | -5.1 | -2.6 | -0.1 | -1.6 | -4.8 | -0.1
COC(=O)C1=C(O)CSC1=Nc1ccccc1 | 1.1 | 105.2 | 11.2 | -0.3 | 1.0 | -31.6 | -4.1 | -2.0 | -0.5
Cc1ccccc1-c1nnn(CC(=O)N2CCN(C(=O)c3ccco3)CC2)n1 | -0.8 | 91.1 | -6.4 | 1.6 | -0.1 | 1.5 | -0.8 | -3.4 | -1.1
Cc1cc(=O)[nH]c(SCC(=O)N2CCC(C(N)=O)CC2)n1 | -4.5 | 92.8 | 2.3 | -3.7 | -1.4 | -4.3 | -2.4 | 4.3 | -0.3
CCOc1cc(CNCCCN2CCOCC2)ccc1OCC(=O)NC(C)(C)C | 4.6 | 93.6 | -3.2 | -2.5 | 1.2 | 9.7 | -4.0 | -2.9 | 0.8
C=CCn1c(SCC(=O)NCC2CCCO2)nc2sc(C)c(C)c2c1=O (stereo not drawn) | 5.3 | 94.1 | 6.8 | 0.1 | -3.6 | -6.5 | 9.2 | -3.3 | 2.8
CCOC(=O)c1cc(-c2ccc(N3CCOCC3)cc2)nn1-c1ccc(F)cc1F | -21.4 | 110.3 | -2.1 | 6.7 | -3.9 | -4.2 | 0.3 | 16.7* | 3.2
COc1cc(Cl)ccc1OCc1cc(C(=O)N2CCC(N(C)C)C2)no1 (stereo not drawn) | 1.0 | 93.2 | 4.8 | -0.4 | -1.9 | 1.0 | 3.2 | -0.7 | -2.9
CC(C)(CO)NCc1cccs1 | -7.9 | 95.8 | 7.0 | -5.4 | -0.9 | 6.8 | 4.9 | 4.2 | 2.0
CCO[C@H]1OC(C(=O)N2CCN(C)CC2)=C[C@@H](c2csc3ccccc23)[C@@H]1CCCO | -0.1 | 116.0 | 4.5 | -3.4 | -1.6 | 0.9 | -7.5 | 1.6 | 3.5
COC(=O)C1=C(C)N(Cc2ccccc2)C(=O)N[C@H]1CCc1ccccc1 | -9.5 | 107.4 | -8.3 | 1.2 | -1.3 | 6.2 | -0.6 | -0.7 | -0.7
CCOc1ccccc1NC(=O)NC1Cc2ccccc2C1 | 4.5 | 99.6 | 6.4 | 2.7 | -4.0 | -21.7 | -2.1 | 3.4 | -1.0
Cc1cc(C(=O)Nc2ccccc2C(=O)O)ccc1NC(=O)COc1cccc([N+](=O)[O-])c1 | 11.2 | 95.9 | 0.7 | 0.7 | -1.4 | 10.2 | 9.2 | -2.0 | 1.4
CSc1ccccc1NC(=O)CN(C)C(C)C(=O)NC(=O)NC1CCCCC1 (stereo not drawn) | 10.9 | 102.2 | -6.8 | 1.6 | 7.0 | 2.0 | 1.0 | 1.3 | 1.6
Fc1ccccc1N1CCN(c2ncnc3[nH]ncc23)CC1 | -16.6 | 91.6 | 8.4 | 2.8 | -3.1 | -4.9 | -5.0 | 9.7 | 0.6
CC(C)(C)c1csc(NC(=O)c2cccs2)n1 | 11.8 | 95.5 | 4.5 | 5.8 | -0.5 | 7.6 | -0.8 | 0.9 | 0.2
O=C(c1ccc(F)cc1)N1C2CCC1CC(O)(c1ccc(F)cc1)C2 (stereo not drawn) | 1.1 | 96.8 | 8.3 | -1.2 | -2.6 | 10.2 | -6.1 | 4.3 | -0.3
Cc1ccc2[nH]c3ccccc3c(=O)c2c1 | 2.8 | 80.3 | 12.4 | -2.4 | -3.9 | -43.1 | 8.0 | -1.1 | 2.0
COCCNC(=O)C(c1ccc(Cl)cc1)N(C(=O)Cn1nnc2ccccc21)c1cccnc1 (stereo not drawn) | -9.8 | 91.6 | 1.1 | -4.7 | -2.9 | -26.1 | -0.7 | 0.8 | -0.4
The listing continues:
SMILES | ZTA counter | CR mimetic SO | EBNA-1 inh | Fh CTSL1 inh | TPT1 inhibitor | GASC-1 inh | HCV core dimer | PP1 inh | PP5 inh
O=C1C=C(c2ccccc2C(F)(F)F)C[C@@H](c2ccc3c(c2)OCO3)C1 | -1.1 | 94.9 | / | / | / | 0.6 | / | -1.1 | 4.6
CCOC(=O)N1CCN(C(=O)CN(Cc2ccc(Cl)cc2)S(=O)(=O)c2ccc(C)cc2)CC1 | 1.0 | 87.9 | -3.4 | 0.4 | 1.8 | -8.0 | 6.2 | -2.7 | 3.4
Nc1nc2ccccc2n1CCOc1ccc(F)cc1 | 4.7 | 100.0 | -2.6 | -2.8 | 0.0 | -7.8 | -3.7 | 1.1 | 6.5
COc1ccc(Cn2c(=O)[nH]c3cc(C(=O)NCCCN4CCCCC4)ccc3c2=O)cc1 | 15.8 | 91.0 | 14.4 | 2.1 | -1.1 | 2.6 | 2.0 | -3.0 | -2.1
O=C(COc1ccc(Cl)cc1Br)Nc1cccc(S(=O)(=O)N2CCCC2)c1 | -21.1 | 102.2 | / | / | / | -10.7 | / | 6.6 | 4.1
CN(CC(=O)Nc1ccc(F)cc1)C(=O)COc1ccc([N+](=O)[O-])cc1Cl | 5.3 | 110.9 | -15.9 | -5.6 | 4.3 | -0.3 | 3.0 | 1.2 | -3.2

Reformatted: results already given
canonical_smiles	ZTA counter	CR mimetic SO	EBNA-1 inh	Fh CTSL1 inh	TPT1 inhibitor	GASC-1 inh	HCV core dimer	PP1 inh	PP5 inh
CNC(=S)SCCOc1ccccc1C	-4.1	86.9	8.2	-4.0	-3.1	-0.6	-1.5	-2.2	1.0
O=C(c1ccc(F)cc1)N1C2CCC1CC(O)(c1ccc(F)cc1)C2 (stereo not drawn)	1.1	96.8	8.3	-1.2	-2.6	10.2	-6.1	4.3	-0.3
